# Compound activity (PubChem)
# TRPC4 PAM – TRPC4 (mouse) allosteric potentiation. 0.42% of 310,000 active. Q9QUQ5. B-score at 10 µM. HEK293 TRPC4beta/mu-opioid, DAMGO EC20, Fluo-4 Ca2+ flux; active compounds read high. AID 2227;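 active means B-score of calcium response area above 5 SD of library B-scores, with initial fluorescence ratio within 5 SD of library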;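 further: B-score of integrated fluorescence ratio over time as area under calcium response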
# Target sequence (Q9QUQ5 whole entry, looked up): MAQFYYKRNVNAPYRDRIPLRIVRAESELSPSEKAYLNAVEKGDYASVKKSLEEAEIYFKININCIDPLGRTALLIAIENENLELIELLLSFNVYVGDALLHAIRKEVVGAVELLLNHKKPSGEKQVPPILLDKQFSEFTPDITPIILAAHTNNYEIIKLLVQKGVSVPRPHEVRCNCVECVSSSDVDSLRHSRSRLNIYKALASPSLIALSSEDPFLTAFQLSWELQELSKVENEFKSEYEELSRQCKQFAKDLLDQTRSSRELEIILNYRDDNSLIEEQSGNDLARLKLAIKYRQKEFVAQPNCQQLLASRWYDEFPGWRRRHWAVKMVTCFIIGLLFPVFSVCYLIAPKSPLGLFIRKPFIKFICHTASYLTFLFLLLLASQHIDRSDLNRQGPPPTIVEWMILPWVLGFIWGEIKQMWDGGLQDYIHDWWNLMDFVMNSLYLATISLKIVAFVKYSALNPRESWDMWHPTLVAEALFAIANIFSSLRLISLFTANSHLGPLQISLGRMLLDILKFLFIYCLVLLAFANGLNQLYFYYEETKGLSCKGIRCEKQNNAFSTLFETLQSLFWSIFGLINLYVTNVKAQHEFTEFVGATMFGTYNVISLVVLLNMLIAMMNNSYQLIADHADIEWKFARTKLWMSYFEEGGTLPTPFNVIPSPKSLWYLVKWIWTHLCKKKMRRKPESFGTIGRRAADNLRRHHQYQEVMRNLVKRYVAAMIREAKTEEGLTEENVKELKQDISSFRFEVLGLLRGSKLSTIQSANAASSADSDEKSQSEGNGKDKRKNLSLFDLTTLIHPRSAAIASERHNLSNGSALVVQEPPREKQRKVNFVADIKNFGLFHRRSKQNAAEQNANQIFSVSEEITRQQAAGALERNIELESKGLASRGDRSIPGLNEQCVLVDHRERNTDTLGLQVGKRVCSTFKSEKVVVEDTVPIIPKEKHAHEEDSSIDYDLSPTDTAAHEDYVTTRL
# TMEM16A inh – blocks the mouse calcium-activated chloride channel TMEM16A | 1.2% of 310,000 active | Q8BHY3 | HEK293 TMEM16A/YFP iodide influx fluorescence, ionomycin | normalized B-score (activity score, 25-100; higher = stronger inhibition) at 10 µM;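 active means ratio plate-corrected score three or more library SD toward inhibition, starting fluorescence score within five deviations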;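 further: score derived from kinetic fluorescence span divided by baseline fluorescence per well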
# RGS4 block – inhibitors of human RGS4; P49798; HEK293 M3R/RGS4 inducible, Fluo-4 calcium flux; active compounds read high; triggered by carbachol at its EC20; B-score at 10 µM; 0.45% of 310,000 active;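 active means B-score, a plate-corrected calcium signal, over three deviations above library mean, with baseline fluorescence within five deviations of library mean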;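 further: RGS4 expression induced by doxycycline in cells with stable M3 receptor; B-score is computed from the integrated fluorescence ratio over baseline after carbachol; higher B-score means a larger calcium signal and so more RGS4 inhibition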
# MrgX1 antag – blocks BAM8-22 activation of human MrgX1 receptor; Q96LB2; MRGX1-HEK293 calcium flux, Fluo-4, BAM8-22 antagonism; active compounds read low; B-score at 10 µM; 1.3% of 310,000 active; AID 588676;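 active means calcium-response B-score plate-corrected more than 3 library SD below zero, starting fluorescence within 5 deviations, no agonist response on first addition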;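 further: peak minus trough fluorescence over baseline after final BAM8-22 challenge near maximal dose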
# TRPC4 block – blocks the mouse TRPC4 cation channel. Q9QUQ5. B-score at 10 µM. AID 2247. HEK293 TRPC4beta/mu-opioid, DAMGO-evoked Fluo4 calcium flux; active compounds read low. 0.39% of 300,000 active;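 active means B-score over 3 SD under the library average, no early fluorescence shift, positive overall ratio signal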
#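 System: stable TRPC4beta/mu-opioid receptor HEK293 cells; Dosing: single-point compound dosing; Measured by: Fluo4 Ca2+ flux fluorescence; Read-out basis: per-well B score of integrated baseline-normalized Fluo4 ratio.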
# MrgX1 agonist – activates human MrgX1 receptor signaling; Q96LB2; MrgX1-HEK293 cells, Fluo-4 calcium fluorescence, agonist mode; active compounds read high; B-score at 10 µM; 0.44% of 310,000 active; AID 588627;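 active means calcium response B-score plate-corrected fluorescence ratio at least 3 library SD, with starting fluorescence B-score inside 5 SD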
#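 Assay system: stable human MrgX1 HEK293 cell line. Quantity: 15,000 cells per well. Schedule: cells plated overnight, dye loaded 0.5 h 37 °C, 0.5 h room temperature. Detection: Fluo-4 NW calcium-flux fluorescence, kinetic read. Read-out basis: peak-minus-minimum fluorescence over baseline, converted to B scores. Control set: positive and negative control wells on each plate.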
# TRPC6 act – activates the mouse TRPC6 cation channel | Q61143 | HEK293-TRPC6 membrane potential dye fluorescence; active compounds read high | B-score at 10 µM | 0.13% of 310,000 active | AID 2550;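 active means B-score of the integrated fluorescence ratio above library mean plus 3 SD, and starting fluorescence ratio within library mean plus 5 SD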;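 further: higher score means more depolarization so channel activation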
# MrgX1 allo act – human MrgX1 positive allosteric modulation, primary screen | Q96LB2 | B-score at 10 µM | MrgX1-HEK293, Fluo-4 calcium flux, FDSS; active compounds read high | 0.63% of 310,000 active;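 active means plate-corrected calcium response at least 3 library SD above typical, normal starting fluorescence, not activating the receptor alone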;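 further: compound read alongside a low EC10 to EC30 dose of BAM8-22 agonist; peak minus trough fluorescence over baseline measured at the second addition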
# TRPC4 agonist – opens the mouse TRPC4 cation channel; Q9QUQ5; HEK293 TRPC4beta/mu-opioid, Fluo4 calcium fluorescence; active compounds read high; B-score at 10 µM; 0.49% of 310,000 active; AID 2237;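 active means B-score above 5 SD of library B-scores, and initial fluorescence ratio not above library mean plus 5 SD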;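 further: positive B-score marks a calcium rise read as TRPC4 activation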
#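 Assay system: HEK293 stable line with TRPC4beta plus mu-opioid receptor. Times: dye 45 min RT, read 110 s. Measured by: kinetic Fluo4 calcium fluorescence. Measure: B score of integrated ratio. Controls: assay buffer as low control, maximal DAMGO as high control.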
# TRPC6 inh – mouse TRPC6 channel inhibition. Q61143. HEK293-TRPC6, membrane potential dye, ACh-evoked depolarization; active compounds read low. B-score at 10 µM. 1.1% of 310,000 active. AID 2553;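 active means B-score under library mean minus 3 SD, initial fluorescence not abnormally high, positive integrated signal ratio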;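 further: B-score derived from integrated fluorescence ratio over the kinetic read; more negative B-score means stronger inhibition of depolarization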
# ANO1 activ – activators or potentiators of mouse TMEM16A chloride channel; 0.3% of 340,000 active; B-score at 10 µM; HEK293 TMEM16A/YFP-H148Q/I152L, iodide quench fluorescence; active compounds read low; AID 623877;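 active means fluorescence-ratio B-score plate-corrected deviation score at least 3 library SD below zero, with starting fluorescence score within 5 deviations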;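 further: channel opened by trigger with iodide after compound preincubation; score built on the fluorescence ratio of max minus min over baseline; more negative score means more quench and so TMEM16A activation or potentiation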
# Starred values were filed as active, the others as inactive; i = inactive; . = no result given.
# Each structure is followed by: ANO1 activ	TMEM16A inh	MrgX1 allo act	MrgX1 agonist	TRPC6 act	MrgX1 antag	TRPC4 PAM	RGS4 block	TRPC4 agonist	TRPC4 block	TRPC6 inh
- Cc1ccc(NC(=O)COc2ccccc2[N+](=O)[O-])nc1
→ i	i	i	i	i	i	i	i	i	i	i
- O=C(NCCc1c[nH]c2ccccc12)OCCSS(=O)(=O)O
→ i	i	i	i	i	i	i	i	i	i	i
- COc1cccc(-c2[nH]nc3c2C(c2ccsc2)C(C#N)=C(N)O3)c1 (configuration not stated)
→ i	i	i	i	i	i	i	i	i	i	i
- CCCC(=O)NC(=S)N1CCN(c2ccc([N+](=O)[O-])cc2)CC1
→ i	i	i	i	i	i	i	i	i	i	i
- CN1CCc2c(sc(NC(=O)C3CCCCC3)c2C(N)=O)C1
→ i	i	i	i	i	i	i	i	i	i	i
- Cc1cc(C)n2nc(SCCOc3ccccc3F)nc2n1
→ i	i	i	i	i	i	i	i	i	i	i
- O=C(NCc1ccco1)c1nn2c(C(F)(F)F)cc(-c3cccs3)nc2c1Cl
→ i	i	i	i	i	i	i	i	i	i	i
- Clc1ccc2c(c1)Nc1ccccc1CC2
→ i	i	i	i	i	i	i	i	i	i	i
- Cc1cccc(C)c1NC(=O)CNC(=O)c1c(C)nn(-c2ccccc2)c1C
→ i	i	i	i	i	i	i	i	i	i	i
- O=C(c1coc(=O)c(Br)c1)N1CCOCC1
→ i	.	.	.	i	.	i	i	i	i	i
- COC(=O)c1ccc(N2CCN(CC(=O)c3ccc(C)cc3)CC2)c([N+](=O)[O-])c1
→ i	i	i	i	i	i	i	i	i	i	i
- COc1ccccc1NC(=O)c1cc(S(=O)(=O)N2CCC3(CC2)OCCO3)ccc1F
→ i	i	i	i	i	i	i	i	i	i	i
- COc1ccc(-n2c(C)c(C(=O)O)c3cc(OC)c4ccccc4c32)cc1
→ i	i	i	i	i	i	i	i	i	i	i
- O=C(COC(=O)CCCC1=NS(=O)(=O)c2ccccc2N1)Nc1ccc(Br)cc1
→ i	i	i	i	i	i	i	i	i	i	i
- CN1/C(=c2/s/c(=C3/C(=O)N(c4ccccc4)NC3=Nc3ccccc3)n(C)c2=O)C(C)(C)c2ccccc21
→ i	i	i	i	i	i	i	i	i	i	i
- CN(CC(=O)N1CCN(c2ccccn2)CC1)S(=O)(=O)c1ccc(Cl)cc1
→ i	i	i	i	i	i	i	i	i	i	i
- Cc1cccc(NC(=O)CCCN2C(=O)C(c3ccccc3)Oc3cccnc32)c1C (configuration not stated)
→ i	i	i	i	i	i	i	i	i	i	i
- CCC(C)(C(=O)NC1CCCC1)N(C(=O)Cc1cccs1)c1c(C)n(C)n(-c2ccccc2)c1=O (configuration not stated)
→ i	i	i	i	i	i	i	i	i	i	i
- COc1ccc(S(=O)(=O)N2CCCC(C(=O)O)C2)cc1 (configuration not stated)
→ i	i	i	i	i	i	i	i	i	i	i
- CCOC(=O)Cn1c2c(c(=N)c3c1CCC3)CCC2
→ i	i	i	i	i	i	i	i	i	i	i
- Cc1ccc(/C=N\NC(=O)c2ccc3c(c2)OCO3)o1
→ i	i	i	i	i	i	i	i	i	i	i
- Cc1cccc(-n2c(SCC(=O)N3CCCC3)nnc2-c2ccccn2)c1C
→ i	i	i	i	i	i	i	i	i	i	i
- CCCNC(=O)c1ccc(N2CCC3(CC2)CC(c2ccccc2)=NO3)c(NC(=O)Cc2ccc(F)cc2)c1
→ i	i	i	i	i	i	i	i	i	i	i
- O=C(NNC(=O)c1cc(-c2ccccc2)n(-c2ccccc2)n1)c1cccc([N+](=O)[O-])c1
→ i	i	i	i	i	i	i	i	i	i	i
- Cc1ccc2[nH]c(=O)c(CN(CCc3ccccc3)Cc3nnnn3CC3CCCO3)cc2c1 (configuration not stated)
→ i	i	i	i	i	i	i	i	i	i	i
- CC(C)CNC(=O)NC(=O)COC(=O)c1ccccc1Sc1ccc(C(F)(F)F)cc1[N+](=O)[O-]
→ i	i	i	i	i	i	i	i	i	i	i
- CCOC(=O)c1sc(NC(=O)c2cccc(S(=O)(=O)N3c4ccccc4CC3C)c2)cc1C (configuration not stated)
→ i	i	i	i	i	i	i	i	i	i	i
- CCOC(=O)C1CCN(C(=O)C2CCN(c3nnc(-n4cccc4)s3)CC2)CC1
→ i	i	i	i	i	i	i	i	i	i	i
- CCS(=O)(=O)n1nc(-c2ccco2)nc1SC
→ i	i	i	i	i	i	i	i	i	i	i
- Cc1cccn2c(=O)c(C=O)c(Nc3ccccc3)nc12
→ i	i	i	i	i	i	i	i	i	i	i

# Going on with the list.
# Each structure is followed by: ANO1 activ	TMEM16A inh	MrgX1 allo act	MrgX1 agonist	TRPC6 act	MrgX1 antag	TRPC4 PAM	RGS4 block	TRPC4 agonist	TRPC4 block	TRPC6 inh
- CC(NC(=O)c1cc(S(=O)(=O)N2CCOCC2)cn1C)c1ccccc1 (configuration not stated)
→ i	i	i	i	i	i	i	i	i	i	i
- O=C(NC1CC1)C1CCN(C2CCN(C(=O)CC3=CCCCC3)CC2)CC1
→ i	i	i	i	i	i	i	i	i	i	i
- CCCOc1ccc(C(CC(=O)O)NC(=O)c2sc3ccccc3c2Cl)cc1 (configuration not stated)
→ i	i	i	i	i	i	i	i	i	i	i
- O=C(CC1SC2=NCCN2C1=O)Nc1ccc(Br)cc1 (configuration not stated)
→ i	i	i	i	i	i	i	i	i	.	i
- c1ccc(-n2nnnc2Oc2cccc3cccnc23)cc1
→ i	i	i	i	i	i	i	i	i	i	i
- O=c1cc(CN2CCOCC2)c2cc(Cl)c(O)cc2o1
→ i	i	i	i	i	i	i	i	i	i	i
- CC(=O)OCC1CCCC2=C(C)C(=O)CCC21COC(C)=O (configuration not stated)
→ i	i	i	i	i	i	i	i	i	i	i
- COc1ccc(/C=N/NC(=O)c2c(C)nc3ccc(Cl)cn23)cc1OC
→ i	i	i	i	i	i	i	i	i	i	i
- Cc1cc(N/N=C/c2c(O)ccc3ccccc23)nc(-c2ccccc2O)n1
→ i	i	i	i	i	i	i	i	i	i	i
- Cc1ccc(S(=O)(=O)NC(=O)N2CCCN(Cc3ccc(F)cc3)CC2)cc1
→ i	i	i	i	i	i	i	i	i	i	i
- CC(C)OC(=O)c1c(-c2ccc(C(C)C)cc2)csc1NC(=O)C1CCCO1 (configuration not stated)
→ i	i	i	i	i	i	i	i	i	i	i
- c1ccc(Nc2ccccn2)cc1
→ i	i	i	i	i	i	i	i	i	i	i
- CCc1ccc(-c2nc(CS(=O)CC(=O)NCc3ccccc3)c(C)o2)cc1 (configuration not stated)
→ i	i	i	i	i	i	i	i	i	i	i
- Cc1ccccc1C(=O)N1CCC(C(=O)NCc2ccc(Cl)cc2)CC1
→ i	i	i	i	i	i	i	i	i	i	i
- COC(=O)c1ccc(CSc2ccc3nnc(-c4ccc(F)cc4)n3n2)o1
→ i	i	i	i	i	i	i	i	i	i	i
- CCOC(=O)C1=C(COC(=O)COc2ccc(C(=O)CC)cc2)NC(=O)NC1C (configuration not stated)
→ i	100*	i	i	i	i	i	i	i	i	i
- CCC(C(=O)N1CCN(S(C)(=O)=O)CC1)c1ccccc1 (configuration not stated)
→ i	i	i	i	i	i	i	i	i	i	i
- COC(=O)Cc1c(OC)ccn(CCc2c[nH]c3ccccc23)c1=O
→ i	i	i	i	i	i	i	i	i	i	i
- CCOC(=O)N1CCN(CC(=O)N2CCC(C(N)=O)CC2)CC1
→ i	i	i	i	i	i	i	i	i	i	i
- CC(C)Cn1c(=O)c2sccc2n2c(CCCC(=O)NC3CCN(Cc4ccccc4)CC3)nnc12
→ i	i	i	i	i	i	i	i	i	i	i
- O=C(NNC(=O)C12CC3CC(CC(C3)C1)C2)c1ccncc1
→ i	i	i	i	i	i	i	i	i	i	i
- COC(=O)C1CCN(C(=O)c2ccc3nc(-c4cccc(OC)c4)oc3c2)CC1
→ i	i	i	i	i	i	i	i	i	i	i
- CC(=O)c1cccn1S(=O)(=O)c1ccccc1
→ i	i	i	i	i	i	i	i	i	i	i
- O=C(CCCCC(=O)NCCCc1ccccc1)NCCCc1ccccc1
→ i	i	i	i	i	i	i	i	i	i	i
- Cc1cc2oc(=O)sc2cc1NS(=O)(=O)c1ccccc1
→ i	i	i	i	i	i	i	i	i	i	i
- CC(Oc1ccccc1)C(=O)N(CCC1=CCCCC1)c1c(N)n(Cc2ccccc2)c(=O)[nH]c1=O (configuration not stated)
→ i	i	i	i	i	i	i	i	i	i	i
- COc1ccc(-n2c(O)c(C=NC3CC3)c(=O)[nH]c2=O)cc1
→ i	i	i	i	i	i	i	i	i	i	i
- Cc1[nH]n(C(N)=S)c(=O)c1N=Nc1ccc(S(=O)(=O)N2CCCC2)cc1
→ i	i	i	i	i	i	i	i	i	i	i
- CN(C)C(CNC(=O)CNC(=O)c1ccc(Br)cc1)c1ccccc1 (configuration not stated)
→ i	i	i	i	i	i	i	i	i	i	i
- O=C(CCn1nnc2ccccc21)Nc1nnc(COc2ccccc2F)s1
→ i	i	i	i	i	i	i	i	i	i	i

# Going on with the list:
# Each structure is followed by: ANO1 activ	TMEM16A inh	MrgX1 allo act	MrgX1 agonist	TRPC6 act	MrgX1 antag	TRPC4 PAM	RGS4 block	TRPC4 agonist	TRPC4 block	TRPC6 inh
- Cn1c(N)c(C(=O)COC(=O)c2cnc(Cl)c(Cl)c2)c(=O)n(C)c1=O
→ i	i	i	i	i	i	i	i	i	i	i
- O=C(OCc1nc2ccccc2s1)c1cnccn1
→ i	i	i	i	i	i	i	i	i	i	i
- COc1ccc(NC(=O)c2ccc[n+]([O-])c2)cc1
→ i	i	i	i	i	i	i	i	i	i	i
- CCCC(C(=O)NCC1CCCO1)N(Cc1ccco1)C(=O)CNS(=O)(=O)c1ccccc1 (configuration not stated)
→ i	i	i	i	i	i	i	i	i	i	i
- CC1=C(C(=O)Nc2cccc(F)c2)C(c2ccsc2)C2=C(CC(C)(C)CC2=O)N1 (configuration not stated)
→ i	i	i	i	i	i	i	i	i	i	i
